# Assay outcomes deposited in PubChem by several laboratories.
# Insulin prom inh: inhibitors of insulin promoter-driven GFP, primary screen, imaging, TRM-6 cells (human fetal islet line), eGFP reporter, cell count | AID 1273, 2008 | inhibition, % at 2 µM | reporter expression induced with tamoxifen | hit rate 0.9% among 130,000;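 active means inhibition above the mean plus 3 SD, with well images judged a real hit on visual review, cut at about 60% in these data, passing the limit was not always enough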
# SDO1 yeast rescue: growth rescue of sdo1-depleted yeast, primary screen, S. cerevisiae, bone marrow failure model; AID 817, 2007; z-score at 10 µM; S. cerevisiae sdo1-depleted JHY4D growth rescue, OD600 30 h; active compounds read high; pdr5 snq2 efflux-pump mutant strain; hit rate 0.21% among 140,000;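 active means z-score above 3 at both the 24 hr and the 30 hr optical density reads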;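 further: z-score against mean and SD of all compound wells on the same plate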
# SDO1 yeast rescue Rescue 24 h: also measured in SDO1 yeast rescue; calls as there; z-score; S. cerevisiae sdo1-depleted JHY4D growth rescue, OD600; measured here: growth rescue at 24 h;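 0 is the plate mean of compound wells and units are plate SD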
# Starred values were filed as active, the others as inactive; nt = not tested or not shown. These rows are one share of the data (hit frequency here may not be typical).
mol | Insulin prom inh | SDO1 yeast rescue | SDO1 yeast rescue Rescue 24 h
Cc1ccc(NC(=O)Cn2cncc2-c2ccc([N+](=O)[O-])cc2)cc1C | 3 | -0.37 | 0.65
Cc1nc2ccc(N=NC3=C(O)CCCC3=O)cc2s1 | -16 | 0.86 | -0.03
CCCc1nc(-c2ccc(-c3ccc(F)cc3)cc2)no1 | -39 | 0.59 | 0.83
Cn1c(SCc2cc(=O)n3cc(Br)ccc3n2)nnc1C1COc2ccccc2O1 (configuration not stated) | nt | -0.49 | -0.65
Cc1cc(C)nc(N2CCCC(C(=O)Nc3ccc4nc(C)c(C)nc4c3)C2)n1 (configuration not stated) | nt | -0.89 | -0.66
O=C(c1ccc(Cl)c([N+](=O)[O-])c1)N1CCN(c2ccccc2)CC1 | -4 | nt | nt
CCOC(=O)C(C)c1nn(C)c(=O)c2ccccc12 (configuration not stated) | -68 | 0.02 | -1.2
O=C(NCc1ccco1)C1CCCN(S(=O)(=O)c2ccc(Cl)cc2)C1 (configuration not stated) | nt | -0.16 | -0.79
NNc1nc(-c2ccccc2Cl)nc2sc3c(c12)CCCC3 | -18 | -1.1 | -0.81
Cc1cccc(N2CCN(C(=O)C(C)n3nc(C)n4c(cc5occc54)c3=O)CC2)c1C (configuration not stated) | 7 | -0.35 | -0.15
CN(Cc1ccccc1)C(=O)C1CCN(Cc2ccc(F)cc2)CC1 | 23 | -0.74 | -0.59
CC(C)Sc1nnc([C@H](C)NC(=O)OC(C)(C)C)o1 | nt | -0.03 | 0.13
CNC(=O)CSc1nc2nn(-c3ccccc3)c(=O)c-2c2n1CCCCC2 | 16 | -0.34 | -0.8
CCOC(=O)c1c(NC(=O)C2C3C=CC(C3)C2C(=O)O)sc2c1CCC(CC)C2 (configuration not stated) | 27 | 0 | 0.06
COC(=O)c1sc2nc(SCc3ccccc3C)n(N)c(=O)c2c1C | -31 | -0.23 | 0.11
CCOC(=O)c1sc(NC(=O)CCCn2nc([N+](=O)[O-])c(Cl)c2C)c(C(=O)OCC)c1C | -50 | 0 | 0.02
COc1ccc(OC)c(-c2nnc(SCC(=O)N3CCCc4ccccc43)o2)c1 | -54 | -1 | -0.64
O=C(Nc1ccccc1)N(CCCN1CCOCC1)Cc1ccccc1F | -65 | 0.51 | -0.06
Cc1ccccc1/C=C1\SC(=S)N(/N=C/c2cc([N+](=O)[O-])ccc2O)C1=O | 20 | nt | nt
Nc1c(C(=O)Nc2nc3ccccc3s2)sc2nc(-c3cccs3)ccc12 | -196 | -1.3 | 0.09
COC(=O)CSC1=C(C#N)C(c2cccc(OC)c2)CC(=O)N1 (configuration not stated) | nt | 0.59 | 0.92
CCOC(=O)c1cccc(NC(=O)CCc2nc(-c3ccccc3F)no2)c1 | -250 | -1.2 | -1.6
CC(=O)C1=C(C)N(Cc2ccccc2)C(=O)N[C@H]1c1cccc(C(F)(F)F)c1 | -25 | -0.64 | -0.71
Oc1ccc(N2CCN(c3ncnc4sc5c(c34)CCC5)CC2)cc1 | nt | -1.8 | -0.21
CCOC(=O)CSc1nc2c(sc(=S)n2-c2ccccc2)c(=O)[nH]1 | 14 | -0.27 | -1.2
Cc1ccc(C)c(-n2c(SCC(=O)Nc3nnc(C)s3)nnc2-c2ccoc2C)c1 | nt | -0.86 | -0.85
CCCCCC(=O)NC(NC(=S)N1CCOCC1)C(Cl)(Cl)Cl (configuration not stated) | -39 | 0.51 | -0.64
O=C(CCc1ccccc1)N1CCN(c2ccc(Cl)cc2)CC1 | 38 | -1 | -0.82
O=C(CCNS(=O)(=O)c1ccc(Br)cc1)NCc1ccc2c(c1)OCO2 | nt | 1.1 | 0.73
CN(C)CC(C)(C)CNC(=S)Nc1ccc(S(=O)(=O)N2CCOCC2)cc1 | 29 | -0.59 | -1.5
Cc1cc(=O)c(C(=O)O)cn1-c1ccc(C(C)C)cc1 | -23 | nt | nt
Cc1cc(O)c(-c2cc(C(=O)NCc3ccc4c(c3)OCO4)[nH]n2)cc1C | nt | 0.17 | 0.35
Cc1ccc(N2CCN(c3ccc(C)cc3)C2c2ccncc2)cc1 | nt | -1.2 | -0.65
CCOC(=O)c1c(NC(=O)CSc2n[nH]c(-c3ccco3)n2)sc(C)c1C | 63 | -1.3 | -0.07
COc1cccc(COCCN2CCN(S(=O)(=O)c3ccc(C)cc3)CCC2=O)c1 | -59 | -1.1 | -0.83
COc1cc(OC)nc(NC(=O)CN2CCN(c3ccc(F)cc3)CC2)n1 | nt | 0.21 | -0.15
Cc1ccc(C(=O)CSc2nccn2-c2ccccc2)cc1 | 16 | -1.6 | -1.1
CC(C)n1c(O)c(N=NC(=O)Cn2ccc(C(F)(F)F)n2)c2ccccc21 | nt | -1.9 | -1.7
c1cncc(CNc2ccc3c(c2)OCO3)c1 | 0 | 0.39 | -0.04
COc1ccc(Cl)cc1C(=O)Nc1ccc2c(c1)OCO2 | nt | -0.79 | -0.46
COc1ccc(-c2cc(C)nc(SCc3cccc(C(=O)O)c3)n2)cc1 | 29 | 0.33 | -0.03
COc1ccc(C2C(C(=O)NCc3ccccn3)c3ccccc3C(=O)N2C)cc1OC (configuration not stated) | 0 | 0.46 | 0.37
COc1cc(C(=O)Nc2nnc(C3CC3)s2)ccc1OCc1c(C)noc1C | 36 | nt | nt
CC(C)CC(=O)NC(=S)Nc1ccc(S(=O)(=O)NC(C)(C)C)cc1 | -15 | -0.64 | -0.73
COc1ccc(CC(=O)Nc2ccc(-c3cn4ccccc4n3)cc2)cc1 | 24 | 0.56 | 2.3
O=S(=O)(c1ccccc1Cl)N1CCCC1c1nc(-c2cccc(Cl)c2)no1 (configuration not stated) | -12 | -1.7 | -1.6
O=C(O)CCCC(=O)N1N=C(c2c(-c3ccccc3)c3cc(Cl)ccc3[nH]c2=O)CC1c1cccs1 (configuration not stated) | 19 | 0.42 | 0.05
CN(C(=O)c1ccccn1)C1(C(=O)NC2CCCCC2)CCCCC1 | 14 | -0.7 | -1.1

# Four compounds already listed, ordered by the number in SDO1 yeast rescue, ascending:
mol | Insulin prom inh | SDO1 yeast rescue | SDO1 yeast rescue Rescue 24 h
Cc1ccc(N2CCN(c3ccc(C)cc3)C2c2ccncc2)cc1 | nt | -1.2 | -0.65
CCOC(=O)c1c(NC(=O)C2C3C=CC(C3)C2C(=O)O)sc2c1CCC(CC)C2 (configuration not stated) | 27 | 0 | 0.06
Cc1cc(O)c(-c2cc(C(=O)NCc3ccc4c(c3)OCO4)[nH]n2)cc1C | nt | 0.17 | 0.35
COc1ccc(CC(=O)Nc2ccc(-c3cn4ccccc4n3)cc2)cc1 | 24 | 0.56 | 2.3

# (more compounds)
mol | Insulin prom inh | SDO1 yeast rescue | SDO1 yeast rescue Rescue 24 h
CCc1nnc(NC(=O)c2ccc(OC)cc2)s1 | 10 | nt | nt
CC(C)c1nc(SCc2ccccn2)c2c(=O)n(C)c(=O)n(C)c2n1 | nt | -1.2 | -0.79
CC(=O)Nc1ccc(Cl)cc1C1COC(=O)C1=N (configuration not stated) | nt | -0.04 | -1.4
O=C(Cc1cn2ccsc2n1)OCc1ccccc1 | -6 | -0.94 | -0.61
CCC1S/C(=N/N=C/c2cccs2)NC1=O (configuration not stated) | nt | -0.81 | -1.3
CCCc1[nH]nc2c1C(c1ccoc1)C(C#N)=C(N)O2 (configuration not stated) | -17 | -0.64 | -0.5
O=c1[nH]c(S)nc2sc3c(c12)CCCC3 | -37 | nt | nt
COc1ccccc1/C=C/C(=O)NCc1cccnc1 | -94 | nt | nt

# Going on with the list.
# Below each SMILES: Insulin prom inh	SDO1 yeast rescue	SDO1 yeast rescue Rescue 24 h
> COc1ccc(OC)c(NC(=O)c2ccc(-c3cccs3)cc2)c1
  22	nt	nt
> COc1cccc2c(C)c(C(=O)O)[nH]c12
  -30	0.12	0.49
> Nc1cccc(C(=O)Nc2ccco2)c1
  0	0.79	0.82
> N#Cc1nc(-c2ccccc2)oc1NCCN1CCCCC1
  24	0.51	0.67
> Cc1noc(C)c1C(=O)NC(C)c1ccc2c(c1)OCO2 (configuration not stated)
  -362	0.07	-0.22
> C=CCNC(=O)/C(=C\c1cccc([N+](=O)[O-])c1)NC(=O)c1ccccc1
  -27	0.2	-0.07
> Cc1cc(C)cc(NC(=O)CSc2nnc(-c3ccccc3Br)o2)c1
  -27	-1.7	-1.1
> CCOC(=O)c1cnc2ccc(C(=O)OC)cc2c1NCc1ccco1
  -450	-0.58	0.24
> COc1cc(/C=N/NC(=O)c2ccc(-c3ccccc3)cc2)cc(OC)c1OC
  -443	-0.25	0.14
> COc1cc(C=O)ccc1OCc1c(C)noc1C
  16	0.78	0.69
> CCC(C)[C@H](NC(=O)NCc1cccc(OC)c1)C(=O)O (some centres not stated)
  nt	0.71	0.43
> CC(=O)c1c(C)[nH]c(C(=O)OCC(=O)N(C)C)c1C
  32	1.2	0.85
> Cc1ccccc1CSc1nnc(-c2ccccn2)n1N
  -94	0.15	-0.98
> Cc1ccc(S(=O)(=O)NC2=NCN(CCOC(=O)c3ccc([N+](=O)[O-])cc3)CN2)cc1
  -10	-0.26	-0.6
> Cc1ccc(C(NC(N)=O)c2ccccc2)cc1 (configuration not stated)
  -37	1.4	2
> COCCn1c(C)c(C(=O)O)sc1=S
  16	-0.23	-0.53
> CCOC(=O)c1ccc(N/C=C\C(=O)c2cccc(OC)c2)cc1
  -11	0.45	1.5
> CCOC(=O)C1=C(C)NC(C)=C(C(=O)OCC)C1c1cc(N)ccc1OC(F)F
  67	0.29	0.04
> COc1cc(COCC(O)CN2CCOCC2)cc(OC)c1OC (configuration not stated)
  nt	0.66	0.81
> CC(C)C(=O)Nc1ccc(N2CCCC2)c(Cl)c1
  -33	nt	nt
> COc1ccc(CN2CCN(Cc3csc(C(C)=O)c3)CC2CCO)c(C)c1C (configuration not stated)
  -5	nt	nt
> Cc1ccc(-c2nc3cc(N)ccc3o2)cc1
  19	-0.31	-0.57
> CCCCOc1ccc(-c2nnn(C(C)C(=O)OCC)n2)cc1 (configuration not stated)
  -86	0.2	0.25
> CCOC(=O)Cc1csc(NC(=O)c2ccc(Br)o2)n1
  43	-0.87	-0.81
> O=C(CN1C(=O)NC2(CCCCCC2)C1=O)N1CCN(S(=O)(=O)c2ccccc2)CC1
  -29	nt	nt
> Cc1ccc(S(=O)(=O)n2nc(OC(=O)C3CCCCC3)cc2N)cc1
  21	0.26	0.06
> CCSc1nc(-c2ccccc2)c2cc(Cl)ccc2n1
  39	-0.9	-0.78
> CCCc1cc(C(=O)NC2CCCC2)no1
  nt	-0.14	-0.38
> CCOC(=O)CCc1c(C)nc2c(c(C)nn2C(C)(C)C)c1C
  nt	0.16	-0.05
> Cc1ccc2nc(NC(=O)C(NS(=O)(=O)c3cccc4nsnc34)C(C)C)sc2c1 (configuration not stated)
  nt	-1.3	-1.2
> Nc1ccc(S(=O)(=O)N2CCCc3ccccc32)cc1
  nt	-0.94	0.78
> Fc1cccc(NC(=S)NCc2ccccn2)c1
  -22	0.72	0.93
> Cc1c(N2C(=O)CS/C2=N\N=C\c2ccc(Cl)cc2)c(=O)n(-c2ccccc2)n1C
  13	-0.18	-0.11
> COC(=O)C1=C(C)OC(N)=C(C#N)C1c1cc(OC)ccc1OC (configuration not stated)
  nt	-0.17	-0.24
> Cc1ccc(NC(=O)C2=C(c3ccccc3)S(=O)(=O)CCS2(=O)=O)cc1
  -52	nt	nt
> N#CCCN(C(=O)CO/N=C/c1cccc([N+](=O)[O-])c1)c1ccccc1
  -31	nt	nt
> CSc1nnc(CNC(=O)C23CC4CC(CC(C4)C2)C3)n1Cc1ccccc1
  nt	-0.12	-0.21
> COc1cc2nc(CN3CCC(Cc4ccccc4)CC3)[nH]c(=O)c2cc1OC
  0	nt	nt
> Cc1ccc2[nH]c3c(N4CCN(Cc5ccc6c(c5)OCO6)CC4)ncnc3c2c1
  nt	-1.5	0.48
> CCN(CC)CCNC(=O)c1ccc(Cl)c(S(=O)(=O)N2CCCCCC2)c1
  -10	0.62	-0.23
> Cc1nn(CC(=O)NCCCN2CCOCC2)c(C)c1[N+](=O)[O-]
  25	0.75	0.37
> CC(CS(=O)(=O)c1ccccc1[N+](=O)[O-])N1CCOCC1 (configuration not stated)
  11	nt	nt
> Cc1cc(/C=N/n2cnnc2)c(C)n1-c1ccc(OCc2ccc(F)cc2)cc1
  30	-2.4	-1.7
> COCCCNC(=S)N(Cc1cccnc1)Cc1ccc(OC)c(OC)c1
  27	0.62	-0.03
> Cc1ccc(CNC(=S)Nc2cc(C)ccc2OC(F)F)cc1
  26	nt	nt
> COc1ccc2c(c1)C(=O)N(c1ccccc1)C(=O)C2
  17	0.6	0.41
> COCCCNCCCOc1ccc(Cl)cc1C(C)(C)C
  -45	-0.74	-0.07
> Cc1ccc(NC2CCCCC2NS(=O)(=O)c2ccc(Cl)cc2)cc1 (configuration not stated)
  nt	-0.75	-0.2
> COc1ccccc1N(CC(=O)Nc1cccnc1)S(C)(=O)=O
  -14	-0.75	-1.6
> N#CC1=C(N)OC2=C(C(=O)CCC2)C1c1ccncc1 (configuration not stated)
  nt	1.2	2.9
> CC1=NN(C(=O)c2cc(C)nn2C)C(O)(C(F)(F)F)C1 (configuration not stated)
  -33	1.9	1.1

# As entered above:
# CC1=NN(C(=O)c2cc(C)nn2C)C(O)(C(F)(F)F)C1 (configuration not stated) – Insulin prom inh: -33
# N#CC1=C(N)OC2=C(C(=O)CCC2)C1c1ccncc1 (configuration not stated) – SDO1 yeast rescue: 1.2
# COc1ccccc1N(CC(=O)Nc1cccnc1)S(C)(=O)=O – SDO1 yeast rescue: -0.75
# COc1ccc2c(c1)C(=O)N(c1ccccc1)C(=O)C2 – SDO1 yeast rescue Rescue 24 h: 0.41
# Cc1ccc(NC2CCCCC2NS(=O)(=O)c2ccc(Cl)cc2)cc1 (configuration not stated) – SDO1 yeast rescue Rescue 24 h: -0.2
# COCCCNCCCOc1ccc(Cl)cc1C(C)(C)C – SDO1 yeast rescue: -0.74
